Screens deposited in PubChem BioAssay by several laboratories.
NSD2 inh: NSD2 histone methyltransferase inhibitors, primary screen, biochemical, AlphaScreen, single concentration, set 2; NSD2 peptide methylation, 120 min; inhibition, % at 12.5 µM; 310,000 tested, 0.54% active; in the data active means inhibition above about 50%
MITF act: activators of MITF-driven TRPM1 promoter reporter, primary screen, cell-based, SK-MEL-5, luciferase, single point; AID 588334, 2011; SK-MEL-5 TRPM1-promoter luciferase, 24 h; % of positive control, neutral wells = 0; 300,000 tested, 0.75% active; activation, % at 12.5 µM;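 active means mean activation of at least 80% with every replicate also reaching 80%; inconclusive means mean reaches 80% but some replicate falls short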;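 further: 0% = neutral control wells and 100% = parthenolide positive control wells; values of inactives mirror those of a sister screen read the other way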
HTR5A inv ag: HTR5A inverse agonists in luminescence cell assay, primary screen, counter-screen for OPRM1-OPRD1 heterodimer inverse agonist project, full-deck HTS; 5-hydroxytryptamine receptor 5A (Homo sapiens), P47898; HTR5A cell line, inverse agonism; inhibition, % at 9.3 µM; 340,000 tested, 0.083% active; AID 504634, 2011; in the data active means inhibition mostly above about 23%, no sharp cut-off; inactive means mostly below about 18%;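 further: 0% = cells with DMSO and 100% = no-cell wells with DMSO; some compounds called inactive have numbers as strong as hits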
CDK5 inh: inhibitors of human CDK5/p35 kinase, primary screen, biochemical, single concentration | inhibition, % at 10 µM | AID 488839, 2010 | Recombinant CDK5/p35, ADP-Glo luminescence, 60 min | 330,000 tested, 0.01% active;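 active means highest replicate inhibition of at least 50% and at least 75% of replicates reaching 50%; inconclusive means only one of the two criteria met; inactive means both criteria failed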;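 further: plate controls were DMSO neutral control for no effect and GW8510 at 10 µM for full effect; many of its hits are not listed in these tables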
dFosB act: activators of delta FosB homodimer, primary screen, biochemical, fluorescence polarization, TAMRA-CDK5 oligo, single point; Protein FosB (Mus musculus), P13346; purified delta FosB; percent of positive-control signal above neutral wells; activation, % at 25 µM; 340,000 tested, 0.99% active; AID 493131, 2011;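 active means mean activation above about 17%, with every replicate also reaching it, limit read from the data, passing the limit was not always enough; inconclusive means only one of the two conditions met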;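 further: fluorescence polarization rise as delta FosB binds a TAMRA Cdk5 AP-1 oligo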
Target sequence (P13346 whole entry, looked up): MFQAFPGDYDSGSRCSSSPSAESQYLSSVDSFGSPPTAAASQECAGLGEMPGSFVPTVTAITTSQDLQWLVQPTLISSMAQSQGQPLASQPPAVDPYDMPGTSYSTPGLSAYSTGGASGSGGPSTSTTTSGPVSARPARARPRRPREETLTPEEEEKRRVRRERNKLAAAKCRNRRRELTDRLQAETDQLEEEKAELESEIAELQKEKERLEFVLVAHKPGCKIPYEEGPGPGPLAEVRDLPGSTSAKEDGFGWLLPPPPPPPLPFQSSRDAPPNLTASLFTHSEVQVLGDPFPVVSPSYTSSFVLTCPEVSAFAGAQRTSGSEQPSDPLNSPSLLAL
HTR5A ag: HTR5A agonists in luminescence cell assay, primary screen, counter-screen for OPRM1-OPRD1 heterodimer agonist project, full-deck HTS. 5-hydroxytryptamine receptor 5A (Homo sapiens), P47898. cell-based. activation, % at 9.3 µM. 340,000 tested, 0.61% active. AID 504692, 2011; in the data active means activation mostly above about 9.5%, no sharp cut-off; inactive means mostly below about 7.6%;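 further: 0% = cells with vehicle only and 100% = reference agonist; strong numbers were not always called active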
Wnt act: Wnt/beta-catenin pathway activators, primary screen, cell-based, plate reader, single point | 300,000 tested, 1.2% active | Wnt/beta-catenin reporter cell assay, activator | activation, % at 9.35 µM; in the data active means activation above about 30%, passing the limit was not always enough; inconclusive means no clear call, values can overlap the other calls;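 further: 0% = neutral control wells and 100% = positive control wells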
PvdQ acylase: P. aeruginosa PvdQ acylase inhibitors, primary screen, biochemical, fluorescence, plate reader and imaging, single point | inhibition, % at 10 µM | PvdQ acylase [Pseudomonas aeruginosa LESB58] | 340,000 tested, 0.063% active | purified PvdQ acylase; in the data active means inhibition above about 30%, passing the limit was not always enough; inconclusive means no clear call, values can overlap the other calls;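 further: 0% = vehicle neutral wells and 100% = reference inhibitor wells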
V-ATPase pHluor: regulators of yeast V-ATPase proton pumping, primary screen, pHLuorin cytosolic pH fluorescence | S. cerevisiae | response, % at 10 µM | 350,000 tested, 0.37% active; in the data active means response mostly above about 7.3%, no sharp cut-off; inactive means mostly below about 5.4%; further: actives read high; inactives centre near 0; some compounds called inactive have numbers as strong as hits; reference of the scale not given here
SR-BI DiI inh: inhibitors of SR-BI mediated HDL lipid uptake, primary screen, ldlA[mSR-BI] cells, fluorescence, single point | Scavenger receptor class B member 1 (Mus musculus), Q61009 | ldlA[mSR-BI] CHO cells, DiI-HDL uptake fluorescence, 3 h | inhibition, % at 12.5 µM | 320,000 tested, 0.96% active | AID 488896, 2010;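 active means mean replicate inhibition of at least 70% and a set share of replicates each scoring 70 or more; inconclusive means meets just one of the two criteria; inactive means fails both criteria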;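 further: 0% = median of neutral control wells and 100% = median of positive control wells; values of inactives mirror those of a sister screen read the other way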
Target sequence (Q61009 whole entry, looked up): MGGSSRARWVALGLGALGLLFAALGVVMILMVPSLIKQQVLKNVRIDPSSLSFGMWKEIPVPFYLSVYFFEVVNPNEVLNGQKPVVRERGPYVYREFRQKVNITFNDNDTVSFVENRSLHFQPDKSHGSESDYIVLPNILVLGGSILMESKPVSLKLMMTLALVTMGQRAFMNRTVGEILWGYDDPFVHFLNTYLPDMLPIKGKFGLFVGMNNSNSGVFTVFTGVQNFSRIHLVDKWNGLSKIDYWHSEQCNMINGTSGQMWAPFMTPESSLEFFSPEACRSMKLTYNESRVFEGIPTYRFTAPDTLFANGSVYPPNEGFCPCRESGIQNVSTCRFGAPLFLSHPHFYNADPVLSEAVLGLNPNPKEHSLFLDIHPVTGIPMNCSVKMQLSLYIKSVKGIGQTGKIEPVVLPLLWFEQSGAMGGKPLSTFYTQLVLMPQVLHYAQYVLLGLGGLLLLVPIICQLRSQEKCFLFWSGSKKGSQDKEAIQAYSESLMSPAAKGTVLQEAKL
An asterisk follows results filed as active; ? = inconclusive; nt = not tested or not shown. Hits appear at their usual frequency; overall some 5% were active at least once.

Order of values – NSD2 inh	MITF act	HTR5A inv ag	CDK5 inh	dFosB act	HTR5A ag	Wnt act	PvdQ acylase	V-ATPase pHluor	SR-BI DiI inh
CCCCc1nnc(NC(=O)CN2C(=O)c3ccccc3C2=O)s1
→ -3	-4	0	-1.5	-8	0	1	-13	1	1
CC(=O)Nc1ccc(NC(=O)COC(=O)C2CCC(C(C)(C)C)CC2)cc1 (stereo not given)
→ -1	0	-8	-1.9	0	2	1	-8	2	12
CO/N=C(\N)c1ccc([N+](=O)[O-])cc1
→ -1	-2	-6	2.0	-7	2	-5	6	-1	-2
CCN(CC)C(=O)C12CC3CC(CC(Cl)(C3)C1)C2
→ -2	11	6	-0.2	2	1	-3	-6	3	-13
CC(=O)c1cccc(NC(=O)CN2CCc3cc4c(cc3C2C)OCCCO4)c1 (stereo not given)
→ -2	-15	-9	-1.4	7	-2	-2	-10	0	43
CCc1nnc(NC(=O)CN2C(=O)c3ccccc3S2(=O)=O)s1
→ 2	0	-7	-2.1	3	1	nt	-9	6	-3
COc1ccccc1C(O)(C(=O)NNc1cccc(C)c1)c1ccccc1OC
→ nt	13	0	1.1	-8	-3	nt	-3	2	0
COc1ccc(-n2nnnc2CNC(=O)C2CC(=O)N(c3ccc(Cl)cc3)C2)cc1 (stereo not given)
→ 21	-3	25	0.1	-10	-9	0	-2	-2	12
O=C(c1cc(COc2ccccc2)on1)N1CCCC(CN2CCOCC2)C1 (stereo not given)
→ 3	32	9	-0.1	3	-2	5	-14	-1	2
CCn1c(C)c(C)c2cc(C(=O)Nc3cccc(Cl)c3)ccc21
→ 1	57	-24	-0.5	-2	9	nt	-5	3	101*
COc1ccc(-n2c(-c3cnccn3)n[nH]c2=S)cc1
→ -1	-3	-4	-0.5	4	-4	nt	-6	-3	-32
CCc1nnc2c(NCCc3ccc(OC)c(OC)c3)nc3ccccc3n12
→ nt	-12	5	1.2	1	-1	9	-15	0	51
Cn1cccc1/C=C(\C#N)C(N)=S
→ 5	-16	-12	3.7	0	1	-3	16	-1	-19
O=C(NCc1ccccc1)c1n[nH]nc1-c1ccccc1O
→ -4	22	-7	-1.5	-2	3	nt	6	0	9
CCOC(=O)c1nn(-c2ccc(F)cc2)c(=O)c(C#N)c1C
→ 1	nt	-19	0.0	-4	5	4	1	4	-8
CN(c1ccc(S(=O)(=O)N2CCOCC2)cn1)C1CCCCC1
→ -1	-7	10	-0.1	-6	-4	nt	5	-3	-24
CC1=CC(C)(C)N(C(=O)CN2C(=O)c3ccccc3C2=O)c2ccc(C)cc21
→ nt	-1	-15	2.3	-16	3	nt	-10	0	59
COc1cc(C#Cc2ccc3cc(CCO)oc(=O)c3c2)cc(OC)c1
→ nt	144*	-26	3.2	0	10	38*	-3	-2	68
O=[N+]([O-])c1ccccc1OCCOCCOc1cccc2cccnc12
→ 0	-10	1	-2.0	-3	0	0	5	-3	8
CN(C)c1cccc2c1c(NC(=O)c1ccc(Cl)cc1)nn2C
→ 29	-42	-9	-0.4	-6	3	-5	-7	-8	47
COc1ccc(C(=O)NCc2ccc(N3CCN(C(=O)OC(C)(C)C)CC3)cc2)cc1
→ 3	3	10	-0.3	-12	-4	-1	-11	3	nt
NNC(=O)C(=O)Nc1ccc(O)cc1
→ nt	2	-2	1.3	9	-2	27	-21	9	nt
O=[N+]([O-])c1ccc(S(=O)(=O)NCC(c2cccnc2)N2CCOCC2)cc1 (stereo not given)
→ -2	-6	16	3.0	-9	1	-1	-11	8	-12
NC(=O)c1nsc(C(=O)N(Cc2ccco2)C(C(=O)NC2CCCC2)c2ccc(O)cc2)c1N (stereo not given)
→ -2	9	-9	-9.1	-9	2	-3	-16	-1	19
Cn1c(=O)n(C)c2cc(N3CCCCC3)c(NC(=O)c3cccc(Cl)c3)cc21
→ 7	-5	10	-4.5	-15	1	-5	-3	0	-6
CNS(=O)(=O)c1ccc(NC(=O)C2CC(=O)N(c3ccc(Cl)cc3)C2)cc1 (stereo not given)
→ 12	-13	9	-1.3	-5	-1	0	4	2	28
CN(C(=O)c1ccc(NC(=O)Cc2cccc(NC(=O)C3CCCN(C(=O)C4CCCC4)C3)c2)cc1)C1CCCC1 (stereo not given)
→ nt	-11	-3	-3.8	-7	8	-1	-11	-3	52
Cc1ccc(Cl)cc1N1CCN(S(=O)(=O)N2CCCCC2)CC1
→ -7	4	8	3.1	-1	-3	-1	-4	0	-9
N/C(=N\OC(=O)CCCN1C(=O)c2ccccc2C1=O)c1ccc(Cl)cc1
→ -2	-5	-9	-0.4	1	-2	nt	5	4	-8
CCN(CC(=O)Nc1ccccc1C(F)(F)F)C(=O)c1ccccc1OCc1ccc(F)cc1
→ 0	-5	2	-1.0	-11	-4	-1	-4	-1	50
COc1ccc(Cl)cc1C(=O)NNC(=O)c1cccc([N+](=O)[O-])c1
→ 1	14	2	-0.5	2	4	1	0	5	nt
CCN(CC)CCNS(=O)(=O)c1ccc(OC)c(Br)c1
→ 3	-8	11	-0.1	-3	-2	-6	-5	-3	7
Cc1cc(C(=O)N/N=C2\CC(=O)CC(C)(C)C2)c2ccccc2n1
→ 37	-11	5	0.1	1	-2	-1	-9	-1	-8
COc1ccc(OC)c(N(CC(=O)N2CCCC2)S(=O)(=O)c2ccc(C)cc2)c1
→ -2	3	-22	0.2	-13	-3	-1	-12	7	-20
CCc1cccc(CC)c1NC(=O)CSc1nc2ccc(N3C(=O)C4C(C3=O)[C@H]3C=C[C@@H]4C3)cc2s1 (stereo not given in full)
→ -1	-17	-9	0.0	-13	5	-2	-2	0	1
CC(=O)c1c(C)[nH]c(C(=O)N2CCCC(C)C2)c1C (stereo not given)
→ 2	5	-2	0.0	-9	0	3	-17	-2	-8
CC(C)(C)C(=O)NC(=S)NNC(=O)c1ccc(-c2ccccc2)cc1
→ 1	-57	87*	0.6	-2	-23	nt	8	0	nt
NS(=O)(=O)c1ccc(CCNC(=O)COC(=O)CN2C(=O)C3CCCCC3C2=O)cc1 (stereo not given)
→ 0	-7	-7	-1.1	7	3	0	-9	-2	-10
CCC1/C(=N\O)CC(c2ccco2)NC1c1ccco1 (stereo not given)
→ -2	4	-39	1.0	-5	4	-4	-10	-3	-19
Cc1ccc[n+](CC(=O)Nc2ccc([N+](=O)[O-])cc2)c1
→ -5	nt	11	0.4	7	-3	-1	9	2	-3
COc1ccc(C2(O)CCN(Cc3nnnn3Cc3ccc(C)cc3)CC2)cc1
→ 2	6	-24	7.3	-4	5	-3	13	4	5
Cn1c(=O)cc(OCC(=O)N2CCN(c3ccccc3F)CC2)c2ccccc21
→ 8	-13	-10	-1.4	-15	0	4	-7	0	9
Brc1ccc(CSc2nnc(-c3ccco3)o2)cc1
→ -3	33	16	-0.8	-8	1	nt	0	-3	-27
COc1ccccc1N(C)S(=O)(=O)c1ccc(Cl)c(C(=O)Nc2ccccc2N2CCOCC2)c1
→ nt	-25	5	-0.1	-1	-2	-2	-5	nt	17
CC(=O)c1ccc2c3c(cc(C)c2c1)CCCC3
→ -2	31	-26	0.6	-2	6	2	?	3	29
O=C(NCCSc1c[nH]c2ccccc12)c1ccco1
→ nt	nt	-1	1.5	0	5	0	-17	1	-21
COc1ccc(C(=S)N2CCCCC2)cc1Br
→ -4	-2	9	0.2	-6	8	-1	-7	2	-12
COc1ccccc1CNC(=O)c1oc2ccc(S(=O)(=O)N3CCCC3)cc2c1C
→ nt	7	-15	-1.5	-11	6	-3	-11	7.2*	nt
CCOc1cc(C)c(C(C)C)cc1S(=O)(=O)NCc1ccccn1
→ -2	1	-1	3.3	-8	0	nt	-3	8	-11
O=C(NCC(c1ccco1)N1CCc2ccccc2C1)c1ccc(Cl)cc1 (stereo not given)
→ 0	3	11	-0.8	-9	2	0	-9	0	-8

(further entries)
Order of values – NSD2 inh	MITF act	HTR5A inv ag	CDK5 inh	dFosB act	HTR5A ag	Wnt act	PvdQ acylase	V-ATPase pHluor	SR-BI DiI inh
CC(=O)C1=C(C)NC(SCC(=O)c2ccc(Cl)cc2)=C(C#N)C1c1ccco1 (stereo not given)
→ 2	14	-1	5.6	-5	3	nt	9	1	-1
CCN(CC)c1ccc(S(=O)(=O)N2CCOCC2)cc1NC(=O)Nc1ccccc1
→ -5	-8	1	-2.0	0	0	-1	-14	-1	22
Cn1ccs/c1=N\C(=O)Nc1cccc(C(F)(F)F)c1
→ -6	23	-13	-5.8	-4	4	13	-1	9	4
c1ccc(N2CCN(c3nc(-c4cccs4)nc4ccccc34)CC2)cc1
→ -2	7	-1	0.9	-5	2	-17	-5	3	53
CC(=O)C1=C(O)C(=O)N(Cc2cccnc2)C1c1ccccc1 (stereo not given)
→ 131*	-3	-24	-0.9	0	-8	nt	11	-2	-6
COc1ccc(C(=O)O/N=C(/c2ccccc2)c2ccncc2)cc1OC
→ -1	4	5	-0.9	-18	-2	-1	-7	-1	55
O=C(CCC1CCCC1)Nc1ccc([N+](=O)[O-])cn1
→ 0	42	-36	0.5	2	4	nt	-13	-2	-17
CN(C(=O)COC(=O)c1cc(=O)[nH]c2ccccc12)c1c(N)n(Cc2ccccc2)c(=O)[nH]c1=O
→ 0	-5	-6	1.5	-7	-7	-2	-11	0	-12
CC(C)CC1(C)NC(=O)N(CC(=O)Nc2cccc(S(=O)(=O)N(C)c3ccccc3)c2)C1=O (stereo not given)
→ -4	11	-8	0.6	-1	3	-1	6	-2	20
Cc1cccc(CCNC(=O)C2CCC(=O)N(Cc3ccc(Cl)cc3)C2)n1 (stereo not given)
→ -1	-3	1	1.1	3	-1	0	-13	-2	-8
CN1C=CC=C/C1=C1/N=C(c2ccccc2)OC1=O
→ 0	-2	0	1.2	4	0	-2	2	-1	-19
CCCc1nn(C)c(C(=O)Nc2ccc(CC)cc2)c1Cl
→ -3	8	-14	0.2	-9	5	nt	-11	0	30
O=C(N/N=C\c1ccc2c(c1)OCO2)c1ccc(Cn2cc(Br)c([N+](=O)[O-])n2)o1
→ -2	-4	-10	-0.6	6	4	0	-14	0	-1
CNC(=O)c1ccc(OC2CSC2)cc1
→ -5	22	0	0.2	0	-3	-1	13	0	-13
COc1ccc(CN(C(=O)c2cc(=O)c3ccccc3o2)C2CCS(=O)(=O)C2)cc1OC (stereo not given)
→ -3	8	-23	0.9	-7	-2	-1	-8	2	-15
O=C(COC(=O)c1ccccc1NC(=O)c1ccco1)NCC1CCCCC1
→ 0	nt	8	0.5	8	1	nt	-8	-1	14
